MEKK2wt PB1 HTS: raises or lowers MEK5 binding to wildtype human MEKK2 PB1 domain. Q9Y2U5. bead flow cytometry, Alexa488-MEK5 binding to MEKK2 WT; actives lie on both sides. binding response (% of control), % at 10 µM. hit rate 1.1% among 290,000. AID 1531; in the data active = binding response below about 67% or above about 130%
NALP1 yeast inh: inhibitors of NALP1 inflammasome in yeast | hit rate 0.61% among 280,000 | S. cerevisiae NALP1/ASC/caspase-1 growth, X-gal OD620, 72 h | AID 2071 | inhibition, % at 10 µM; in the data active = inhibition mostly above about 24%, no sharp cut-off; inactive = mostly below about 32%; also: some compounds called inactive have numbers as strong as hits
IDE cell inh: cellular human IDE inhibition | P14735 | HEK cells, FAbetaB cleavage, fluorescence polarization | inhibition, % at 5.59 µM | hit rate 0.41% among 320,000 | AID 434962;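 active = percent inhibition above the average of all tested compounds plus 3 SD, set per screening campaign, cut at about 16% in these data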;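 also: IDE supplied by intact live HEK cells; FP after avidin binding of uncleaved biotin substrate so inhibition keeps polarization high; 0% = DMSO wells and 100% = 60 µM reference IDE inhibitor Ii1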
pCIP destab: lowers stability of the mouse p/CIP coactivator protein. Q05BA5. AID 1984. F442A p/CIP-EGFP cells, EGFP fluorescence, 16 h. decrease of EGFP signal, % at 10 µM. hit rate 0.01% among 290,000;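 active = EGFP signal decrease of at least 30% at 10 µM or well 3 SD below plate mean, unless failing retest; inactive = the rest, including hits failing retest or dose response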; also: some compounds called inactive have numbers as strong as hits; many of its hits are not listed in these tables
MEKK3 PB1 HTS: raises or lowers MEK5 binding to the human MEKK3 PB1 domain | Q99759 | bead-based flow cytometry, Alexa488-MEK5 binding to MEKK3; actives lie on both sides; 0 = blocked by unlabeled MEK5, 100 = vehicle | binding response (% of control), % at 10 µM | hit rate 1.4% among 290,000;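 active = binding response more than 3 SD above or below the average of its plate-row segment, actives on both sides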;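 also: Alexa488 bead fluorescence after subtracting the streptavidin-only scavenger bead signal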
Target sequence (Q99759 whole entry, looked up, the tested form may be a part): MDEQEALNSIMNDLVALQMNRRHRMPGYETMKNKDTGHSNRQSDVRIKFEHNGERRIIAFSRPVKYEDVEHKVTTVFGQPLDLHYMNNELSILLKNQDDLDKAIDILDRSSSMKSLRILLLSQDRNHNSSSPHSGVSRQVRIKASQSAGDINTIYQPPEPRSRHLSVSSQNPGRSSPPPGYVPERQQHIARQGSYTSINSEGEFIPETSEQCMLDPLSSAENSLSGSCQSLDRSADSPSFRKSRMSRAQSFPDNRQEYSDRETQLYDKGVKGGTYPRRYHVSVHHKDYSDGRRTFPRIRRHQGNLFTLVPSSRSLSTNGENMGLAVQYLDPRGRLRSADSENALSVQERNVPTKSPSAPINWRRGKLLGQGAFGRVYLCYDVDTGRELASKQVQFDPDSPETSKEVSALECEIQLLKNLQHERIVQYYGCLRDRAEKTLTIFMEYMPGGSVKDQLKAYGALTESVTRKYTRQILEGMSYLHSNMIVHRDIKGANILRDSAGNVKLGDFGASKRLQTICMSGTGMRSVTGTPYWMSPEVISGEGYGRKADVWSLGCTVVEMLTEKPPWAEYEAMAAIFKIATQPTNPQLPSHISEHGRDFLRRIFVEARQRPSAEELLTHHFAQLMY
MEKK2mut PB1 HTS: signal of MEK5 binding to mutant human MEKK2 PB1 domain; bead flow cytometry, Alexa488-MEK5 binding to MEKK2 mutant; percent response, % at 10 µM; hit rate 0.35% among 290,000; in the data active = percent response above about 24%, passing the limit was not always enough; also: inactives centre near 1; some results filed as inactive read as strong as hits; reference of the scale not given here
SUMO HTRF inh: inhibitors of human SUMOylation (UBC9). P63279. HTRF SUMOylation assay, SAE1/SAE2 + UBC9, in vitro. inhibition, % at 35 µM. hit rate 0.36% among 290,000. AID 2006; in the data active = inhibition above about 50%, passing the limit was not always enough; also: strong numbers were not always called active
Target sequence (P63279 whole entry, looked up): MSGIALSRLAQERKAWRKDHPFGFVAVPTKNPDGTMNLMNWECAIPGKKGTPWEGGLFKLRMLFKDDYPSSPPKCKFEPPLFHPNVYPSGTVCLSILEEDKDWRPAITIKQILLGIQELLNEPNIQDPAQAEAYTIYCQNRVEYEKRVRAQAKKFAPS
M18AAP inhibitor: blocks P. falciparum M18 aspartyl aminopeptidase | recombinant PfM18AAP, H-Glu-NHMec fluorogenic cleavage | hit rate 1.2% among 290,000 | inhibition, % at 7.35 µM | AID 1822;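 active = inhibition above the campaign mean inhibition over all tested compounds plus 3 SD, cut at about 28% in these data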;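 also: 0% = plate median of test compound wells and 100% = 2 mM ZnCl2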
IDE act: activators of human insulin-degrading enzyme in cells. P14735. HEK cells, FAbeta-B cleavage, fluorescence polarization; 0% vehicle, 100% cell-free pure enzyme wells. activation, % at 5.96 µM. hit rate 0.073% among 340,000. AID 493087;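 active = activation above the mean of all tested compounds plus 3 SD, set per screening campaign, cut at about 17% in these data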
Starred values were filed as active, the others as inactive; x = no result given.

SMILES	MEKK2wt PB1 HTS	NALP1 yeast inh	IDE cell inh	pCIP destab	MEKK3 PB1 HTS	MEKK2mut PB1 HTS	SUMO HTRF inh	M18AAP inhibitor	IDE act
CC(=O)N1CCCc2cc(S(=O)(=O)N3CCCC(C(=O)N4CCN(c5cc(C)ccc5C)CC4)C3)ccc21 (stereo not given)	103	8	-2	-20	104	8	-4	-12	-6
Cc1ccc(OCc2cc(C(=O)NC(C)Cc3cccc(C)n3)no2)cn1 (stereo not given)	103	8	-4	-7	102	0	8	-8	3
C[C@@H]1NC(=O)c2cc([N+](=O)[O-])cc(I)c2NCC[C@@H](C(N)=O)NC(=O)[C@H](CC(N)=O)NC1=O	95	10	3	-6	98	4	14	3	4
CCOc1ccc(CCNC(=O)c2cccc3c2C(=O)N(CCOC)C3)cc1OCC	100	-1	2	-6	102	0	-1	1	0
O=C(COC(=O)c1cncc(Br)c1)NCc1ccc2c(c1)OCO2	96	2	3	4	100	0	-1	2	2
Cc1cc(C(=O)Nc2cccc([N+](=O)[O-])c2)c(C)o1	102	43	0	-10	98	0	6	-8	3
Cc1cccc(NC(=S)N2CCC(C(N)=O)(N3CCCCC3)CC2)c1C	104	-16	8	7	113	-1	2	-1	4
CC(C)c1cccc(C(C)C)c1NC(=O)COC(=O)c1ccc(OCC(=O)Nc2cccc(C(F)(F)F)c2)cc1	108	26	4	-2	102	-1	-20	-5	1
O=c1ncc(F)c[nH]1	113	x	2	x	108	5	x	x	x
Cc1ccc(S(=O)(=O)NCCNC(=O)c2nonc2N)cc1	104	33	3	-10	109	3	1	1	2
COC(=O)N/N=C/c1cc(Cl)cc(Cl)c1OCc1ccc(F)cc1	101	22	2	-10	97	-1	-10	14	4
CC1(c2nnc(-c3cccc(Cl)c3)o2)CC(c2cccc(Cl)c2)=NO1 (stereo not given)	95	x	0	x	94	-2	x	x	1
Cc1ccc(C)c(N2CCN(C(=O)CN3C(=O)c4ccccc4C3=O)CC2)c1	102	3	-1	1	105	8	12	0	3
CSc1ccccc1OCc1cc(C(=O)NCc2csc(C(C)C)n2)no1	103	14	0	-1	106	1	-10	1	-4
C=CCC(COCc1ccccc1)NS(=O)(=O)c1ccccc1Br (stereo not given)	92	4	-3	-16	92	2	2	x	5
C(#Cc1ccccc1)Cn1nnc2ccccc21	96	x	-3	-5	99	-1	11	1	-2
Cc1ccc(NC(=O)CC(=O)c2ccc([N+](=O)[O-])cc2)cc1S(=O)(=O)Nc1cccc(Cl)c1	101	-2	6	-8	99	-6	-5	3	5
Cc1oc(-c2ccc(Cl)cc2)nc1CS(=O)CC(=O)NCCCN1CCCC(C)C1 (stereo not given)	104	9	4	3	102	2	6	-1	-2
CC(=O)c1cnc2nc(C)nn2c1C	101	18	3	0	102	0	28	3	-5
COc1ccc(CNC(=O)C2CC(=O)N(c3ccc(OCC(=O)N4CCCCC4)cc3)C2)cc1 (stereo not given)	108	0	2	-15	109	13	18	-9	4
COc1cccc(NC(=O)C2CC(=O)N=C(N)S2)c1 (stereo not given)	109	4	6	2	107	5	16	-6	-2
Cc1cccc(-c2nc(Nc3ccc(N4CCOCC4)cc3)c3ccccc3n2)c1	97	25	-1	-3	91	-1	2	4	3
Cc1nn(Cc2nc(-c3cccs3)no2)c(C)c1Br	98	1	-2	-14	95	-7	5	-3	6
Clc1cc2nc3ccccn3c2cc1Cl	109	1	-4	-3	104	2	8	-4	-2
N#CCC(=O)Nc1ccc(C(=O)OCc2ccccc2Oc2ccccc2)cc1	101	16	0	-14	102	4	2	-8	2
CCCc1cc(CNC(=O)C2CCC(=O)N(Cc3ccccc3F)C2)on1 (stereo not given)	107	24	-1	7	103	7	-1	4	2
O=C(NCc1cccs1)C1CCC(CNS(=O)(=O)c2ccc(Br)s2)CC1 (stereo not given)	105	-4	2	-8	106	1	-3	0	0
CCNC(=O)c1ccc(C2SCC(=O)N2CCc2ccccc2)cc1 (stereo not given)	102	6	3	5	100	3	-1	-2	-8
O=C(NCC1CCCO1)c1cnc(Cl)c(Cl)c1 (stereo not given)	102	21	-1	-8	99	7	15	1	0
COc1ccc(N=c2oc3c(OC)cccc3cc2C(=O)NCc2ccco2)cc1OC	99	17	-9	-4	101	0	1	-3	1
O=C(c1cccnc1)C1CCCN(Cc2nc(Cc3ccccc3)no2)C1 (stereo not given)	92	0	-2	6	90	-7	4	-8	9
O=C(Cn1nc(-c2ccc(Cl)cc2)ccc1=O)NCC1COCCO1 (stereo not given)	92	-5	3	-7	101	-1	-2	6	0
Cc1ccccc1NC(=O)CC(C)S(=O)(=O)c1ccc2c(c1)NC(=O)CO2 (stereo not given)	99	12	4	-11	101	-1	-3	-4	9
CCOc1ccc(NC(=O)C2CCN(C(=O)N3CCOc4ccccc43)CC2)cc1	104	-2	3	-3	103	7	3	6	-2
C/C(=C\c1ccccc1)C(=O)NCCCn1ccnc1	105	9	4	0	102	0	15	0	-1
COc1cc(Br)cc(CN2CCN(C/C=C/c3ccccc3)CC2)c1O	119	23	0	-4	106	13	28	0	2
N#CCSc1nc2cc(C(=O)N3CCCC3)ccc2c(=O)n1Cc1ccccc1	103	11	4	-12	99	0	-3	8	-8
CC(=O)Nc1ccc(S(=O)(=O)N2CCC(c3nc4c(nnn4Cc4ccccc4Cl)c(=O)[nH]3)CC2)cc1	98	4	4	4	98	-5	-11	2	3
Cc1cc(C(=O)NCC(=O)O)c(C)o1	97	12	-3	-3	100	0	0	14	5
CCN(CC)C(=O)c1cnn(-c2ccccc2)c1NC(=O)c1ccco1	98	0	0	-14	101	2	16	-2	-3
COc1ccc(-c2csc(NC(=O)CC(C)C)n2)cc1	101	5	1	4	102	4	22	-12	1
COC(=O)c1sc(NC(=O)c2ccc(C)o2)nc1C	106	25	2	-7	108	2	3	-6	6
COC(=O)c1ccc(-c2noc(CN(Cc3nccn3C)C(C)C)n2)cc1	102	-4	5	-8	105	1	5	8	3
Nc1ccc2c(c1)N=[N+]([O-])c1cc(N)ccc1C2	101	15	6	1	103	7	18	2	1
Cc1ccc(/C=N/NC(=O)Cn2nc(C)c(Br)c2C)o1	71	-7	-5	-20	70	-11	10	11	-2

Fetched by structure from the list above:
SMILES	MEKK2wt PB1 HTS	NALP1 yeast inh	IDE cell inh	pCIP destab	MEKK3 PB1 HTS	MEKK2mut PB1 HTS	SUMO HTRF inh	M18AAP inhibitor	IDE act
O=C(c1cccnc1)C1CCCN(Cc2nc(Cc3ccccc3)no2)C1 (stereo not given)	92	0	-2	6	90	-7	4	-8	9
CC(C)c1cccc(C(C)C)c1NC(=O)COC(=O)c1ccc(OCC(=O)Nc2cccc(C(F)(F)F)c2)cc1	108	26	4	-2	102	-1	-20	-5	1
CCOc1ccc(CCNC(=O)c2cccc3c2C(=O)N(CCOC)C3)cc1OCC	100	-1	2	-6	102	0	-1	1	0
CC(=O)Nc1ccc(S(=O)(=O)N2CCC(c3nc4c(nnn4Cc4ccccc4Cl)c(=O)[nH]3)CC2)cc1	98	4	4	4	98	-5	-11	2	3

Further records.
SMILES	MEKK2wt PB1 HTS	NALP1 yeast inh	IDE cell inh	pCIP destab	MEKK3 PB1 HTS	MEKK2mut PB1 HTS	SUMO HTRF inh	M18AAP inhibitor	IDE act
COC(=O)CCn1[nH]c(=O)c2ccccc2c1=O	99	26	-8	4	98	-1	2	-1	2
C/C=C/C(=O)Nc1cccc(C2=NOC3(C2)C[C@@H](C(N)=O)N(C(=O)c2cc([N+](=O)[O-])cc([N+](=O)[O-])c2)C3)c1 (stereo not given in full)	96	x	0	1	96	4	-8	x	3
Cc1ccc(NC(=S)N(CCN2CCOCC2)Cc2ccccc2F)cc1Cl	89	-3	1	13	90	-1	-20	2	5
CCCNC(=O)c1onc(CSc2ccncc2)c1C(=O)NCCC	85	4	-1	-8	86	6	2	x	1
CC(=O)c1c(-c2ccc(Cl)cc2Cl)noc1C	89	36	-1	-10	93	-19	18	-7	3
COc1ccc(C(C)=O)cc1COc1ccccc1[N+](=O)[O-]	98	12	1	-28	90	-2	12	1	5
O=C(Nc1ccn(Cc2ccccc2F)n1)c1ccc(COc2ccc(Br)cc2)cc1	111	-16	-2	-17	99	12	-34	3	2
S=c1[nH]nc(C2CCCCC2)n1/N=C/c1cccs1	x	10	0	-1	x	x	13	17	-23
COc1ccc(OC)c(C2=NS(=O)(=O)N(C)C(C(=O)NCc3cccs3)=C2)c1	97	6	1	2	98	-1	5	0	5
Nc1ccc(NC(=O)c2ccc(C(=O)Nc3ccc(N)cc3)cc2)cc1	93	12	2	2	96	-5	4	1	-1
CCOC(=O)c1c(NC(=O)/C=C/C(=O)O)sc(C)c1-c1ccc(C(C)(C)C)cc1	88	-3	-2	1	96	-6	30	-5	-2
O=C(c1ccco1)N1CCN(C(=O)N2CCOCC2)CC1	102	-6	-5	-11	105	4	-8	2	0
Clc1ccccc1CN(Cc1ccccc1)c1ncnc2nc[nH]c12	101	x	-5	6	102	-2	-31	2	5
CCn1nc(C(=O)Nc2ccc3nc(C)sc3c2)c2ccccc2c1=O	98	42	4	-26	100	-1	23	-8	3
COc1ccccc1Nc1nnc(SCc2cc(=O)n3ccsc3n2)s1	90	3	-3	-2	89	-11	1	19	-3
COc1cccc2sc(N(CCN(C)C)C(=O)c3ccc4c(c3)CCCC4)nc12	130	39	1	-11	104	16	15	2	5
CCOc1cc(Br)cc(/C=N/NC(=O)c2cccnc2)c1O	103	5	2	4	104	1	-37	10	-7
O=C(NC(Cc1ccccc1)c1ccc2c(c1)OCCCO2)c1ccccc1 (stereo not given)	104	-12	3	-8	105	9	17	11	5
CCOC(=O)c1ccc(N(C(=O)c2ccco2)C(C(=O)NC2CCCC2)c2ccncc2)cc1 (stereo not given)	101	24	3	-22	103	0	12	9	3
O=C(Nc1ccon1)c1csc2c1CCCC2	99	-2	9	-2	96	10	6	1	-2
CCOc1cc(C(=O)OCC(=O)c2cc(C)n(CC3CCCO3)c2C)ccc1OCC(=O)N1CCOCC1 (stereo not given)	82	-22	5	-5	98	-7	9	1	0
CCOc1ccc(C2N(c3ccc(F)cc3)C(=O)C3CCCN32)cc1OC (stereo not given)	96	-7	7	3	98	0	-7	-5	0
CC1(C)NC(=O)N(CC(O)COc2cccc(F)c2)C1=O (stereo not given)	99	25	7	-12	104	10	8	-2	5
Cc1nc(C)n(CC(=O)N2CCCC(C(=O)c3cccc4ccccc34)C2)n1 (stereo not given)	102	10	0	-13	103	7	19	4	5
CC1=C(C(=O)Nc2ccccc2)C(c2cc(CN3CCOCC3)cs2)C2=C(CCCC2=O)N1 (stereo not given)	98	24	6	18	103	-1	14	7	5
O=C(COC(=O)c1cc([N+](=O)[O-])ccc1NCCO)NCc1cccs1	98	10	2	4	106	-3	-9	-3	7
COc1ccc(CNC(=O)N2CCN(S(=O)(=O)c3ccc(C)cc3C)CC2)cc1	100	11	-1	0	101	3	8	1	3
COC(=O)CN(c1cc(OC)ccc1OC)S(=O)(=O)c1ccc(OC)c(OC)c1	x	29*	0	-13	x	x	2	-1	-3
CCC(C)/C(C)=N/NC(=O)CNS(=O)(=O)c1ccc([N+](=O)[O-])cc1 (stereo not given)	100	5	-2	0	103	-2	22	13	8
CN1CCN(CC(=O)N2c3ccccc3Sc3ccccc32)CC1	109	10	5	9	103	8	-5	-3	-1
CCC(C)c1ccccc1NC(=O)c1cccnc1 (stereo not given)	103	-2	4	5	96	6	4	0	-1
COC(=O)c1cccc(Cn2c(Cl)c(/C=N/NC(=O)c3ccccc3Cl)sc2=O)c1	85	-3	-1	2	95	-3	11	4	2
CCOC(=O)c1cnc(SCc2nc(N)nc(Nc3ccccc3OC)n2)nc1N	x	-4	-2	-1	x	x	4	24	x

A portion of the library, so the mix of outcomes need not match the whole.
